Compound activity: PubChem, Fisher Drug Discovery Resource Center
NPYLR7 ag = activates Aedes aegypti NPYLR7 receptor; 0.15% of 270,000 active; AID 1259423; activation, % at 10 µM; HEK293T NPYLR7/Galpha15, GCaMP6s calcium fluorescence; in the data active means activation above about 40%;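 further: 0% = vehicle and 100% = reference agonist at the receptor; some compounds past the cut are filed as inactive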
hcGAS inh = human cGAS inhibition; inhibition, % at 12.5 µM; 0.081% of 290,000 active; Q8N884; recombinant h-cGAS, ATP depletion, Kinase-Glo luminescence;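 further: 0% = vehicle reaction and 100% = reaction without DNA for no activity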
Target sequence (Q8N884 whole entry, looked up): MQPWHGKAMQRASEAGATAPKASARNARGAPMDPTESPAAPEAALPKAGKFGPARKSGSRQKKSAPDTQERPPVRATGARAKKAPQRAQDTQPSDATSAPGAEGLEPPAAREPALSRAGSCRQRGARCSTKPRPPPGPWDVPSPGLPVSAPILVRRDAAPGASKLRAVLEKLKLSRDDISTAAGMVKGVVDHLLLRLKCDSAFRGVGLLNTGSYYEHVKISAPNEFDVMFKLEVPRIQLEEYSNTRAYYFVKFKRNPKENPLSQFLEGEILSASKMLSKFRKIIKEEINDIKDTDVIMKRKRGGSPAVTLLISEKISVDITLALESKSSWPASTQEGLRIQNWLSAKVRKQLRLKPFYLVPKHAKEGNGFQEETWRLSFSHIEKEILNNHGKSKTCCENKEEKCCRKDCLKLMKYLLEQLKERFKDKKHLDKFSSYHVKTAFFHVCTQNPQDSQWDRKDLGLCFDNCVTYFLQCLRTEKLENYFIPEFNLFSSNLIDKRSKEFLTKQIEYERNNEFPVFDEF
mcGAS inh = mouse cGAS inhibition by luminescence; Q8C6L5; recombinant cGAS, Kinase-Glo ATP depletion luminescence; inhibition, % at 12.5 µM; 0.15% of 160,000 active; AID 1259399;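 further: 0% = negative control wells and 100% = reference inhibitor with no enzyme activity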
The depositor's hits bear a star; / = no result given; & = joins results of further samples. Unless noted, no stated cut-off is given here; in the data, active means inhibition above about 40%; inactive means the rest.

compound | NPYLR7 ag | hcGAS inh | mcGAS inh
CO/N=C(/C(=O)N[C@@H]1C(=O)N2C(C(=O)O)=C(CSc3nc(=O)c(=O)[nH]n3C)CSC12)c1csc(N)n1 (stereo not given in full) | 4 | -4 | -2
CC1=CC(C)C(C2OCC(CN3CCCCC3)O2)C(C)C1 (stereo not given) | -9 | 0 | -2
Cc1cc(=O)[nH]c2ccc(O)cc12 | 0 | 5 | /
CCC(C)C(NC(=O)CC(C)C)C(=O)Nc1nnc(-c2ccc(Br)cc2)s1 (stereo not given) | -1 | 0 | -2
CC(=O)Nc1ccc(NC=C2C(=O)OC(C)(C)OC2=O)cc1 | 1 | -10 | /
O=C(CNC(=O)c1ccc(OC(F)F)cc1)NCC#Cc1ccccc1 | 3 | -5 | -8
Cc1cccc(-c2nnc(NC(=O)C(Cc3ccccc3)NC(=O)Nc3ccccc3C(F)(F)F)s2)c1 (stereo not given) | 31 | -9 | -6
CC1CCc2c(sc(NC(=O)c3ccccc3)c2C(=O)Nc2ccc(Cl)cc2)C1 (stereo not given) | 3 | -6 | -7
Cn1cc(CN2CCCC(C(=O)N3CCOCC3)C2)c(-c2ccc3c(c2)OCCO3)n1 (stereo not given) | 18 | -5 | /
COc1ccc(-n2c(SCC(=O)NC3CCCCC3)nc3c(c2=O)SCC3)cc1OC | -3 | -7 | -8
CCOc1cc(C=C(C#N)C(=O)OC)cc(Cl)c1O | 35 | 28 | 29
CC(=O)Nc1c(-c2cc(=O)oc3cc(C)c(C)cc23)oc2ccccc12 | 0 | 2 | -9
COc1ccccc1C1CN(CCNC(=O)c2ccc3c(c2)OCCO3)Cc2ccccc2O1 (stereo not given) | -3 | 2 | -7
O=C(NCc1cccnc1Oc1cccc(C(F)(F)F)c1)c1ccsc1 | 1 | 1 | 1
Cc1cc(C)n(CCC(=O)NCCc2nc3cc(C)c(C)cc3[nH]2)c(=O)n1 | / | -8 | -11
COc1cccc(NC(=O)CCC2CCN(C(=O)c3cccnc3SC)CC2)c1 | 6 | -11 | /
Cc1cc([N+](=O)[O-])ccc1-c1ccc(/C=C2\NC(=S)NC2=O)o1 | 8 | 1 | -4
CC1=C(C(N)=O)C(c2cccs2)NC(=O)N1 (stereo not given) | 2 | -2 | 0
CC(C)N(C)S(=O)(=O)c1ccc(NC(=O)CCl)cc1 | -6 | -5 | /
O=[N+]([O-])c1cccc(-c2ccc(SCc3cccnc3)nn2)c1 | -1 | 5 | -6
COc1ccc(N2CCN(C(=O)CCCCSc3nnc(Cc4ccccc4)n3-c3ccc(Cl)c(Cl)c3)CC2)cc1 | -3 | -2 | -5
O=C(Cn1ncc(Cl)c(Cl)c1=O)NCC12CC3CC(CC(C3)C1)C2 | 3 | -13 | /
COC(=O)c1sccc1NC(=O)CN1NC(=O)CC1C (stereo not given) | 11 | -6 | 4
COCc1ccc(NC(=O)/C(C)=C/C(=O)O)cc1 | 1 | -11 | /
COc1cc(OC)c(NC(=O)c2cc3cc(F)ccc3s2)cc1Cl | 7 | -9 | /

Continuation:
compound | NPYLR7 ag | hcGAS inh | mcGAS inh
O=C(NCc1cccs1)c1cc(COc2cccc(F)c2)[nH]n1 | 6 | -9 | /
COc1cc(Cl)ccc1NC(=O)c1cnn2c(C(F)(F)F)cc(-c3cccs3)nc12 | 23 | -7 | -7
O=C(O)c1csc(-c2ccc(OCc3cc(F)cc(F)c3)cc2F)n1 | 26 | -8 | /
COCC(=O)N(CC(=O)N(Cc1cccn1Cc1ccccc1Cl)C1CCCCC1)CC(C)C | -7 | 1 | -4
COc1cc(CN2CCC(CNS(C)(=O)=O)C2)cc(OC)c1 (stereo not given) | 7 | -6 | -12
Cc1cc(N(CCCCO)C2CC2)nc(-c2ccccn2)n1 | 0 | 4 | /
CCCC12CN(C(C)=O)CC(CCC)(CN(C(C)=O)C1)C2=O | 2 | 5 | /
COc1ccccc1C(=O)N(Cc1nc2cc(Cl)ccc2o1)C1CCCC1 | 6 | -6 | -6
Cc1ccc(OCCN2CCC2(C)C(=O)Nc2ccc3c(c2)OCCO3)cc1 (stereo not given) | -3 | -5 | /
O=C1OC(c2ccc(F)cc2)=NC1=Cc1ccc(Cl)s1 | 2 | -2 | -7
O=C(NCCCN1CCCC1)C1CCN(c2cnc(N3CCCC3)nc2)CC1 | / | -10 | -7
CCOCCCn1c(SCc2ccccc2OC)nc2cc(C(=O)OCC)ccc21 | 6 | -7 | -6
CC(C)N(CC(=O)N(Cc1ccc(F)cc1)Cc1ccco1)S(=O)(=O)c1cc(Cl)ccc1Cl | / | 0 | -4
CCCC(=O)Nc1cc(C(=O)N(C)Cc2noc(-c3ccccc3)n2)ccc1C | 8 | -5 | /
O=S(=O)(/C=C/c1ccccc1)NCc1ccccc1CN1CCOCC1 | 8 | -9 | /
Nc1ncnc(Nc2c(F)cccc2F)c1[N+](=O)[O-] | 0 | 2 | /
CN1CCCCCC1C(=O)N1CCC(N2CCC(C(=O)NC3CC3)CC2)CC1 (stereo not given) | 3&-3 | -8&1 | 0
CC(C)NC(=O)c1cnn2c1NC(c1ccc(F)cc1)CC2C(F)(F)F (stereo not given) | 0 | -4 | -4
COc1cccc(NC(=O)N2CCc3ccccc3C2c2ccc(C)cc2)c1 (stereo not given) | 3 | -4 | -5
Cn1ncc2c(NC3CCc4cccnc43)nc(-c3cccnc3)nc21 (stereo not given) | 1 | -6 | /
Cc1nc(C(=O)N2CCCC(N3CCN(Cc4ccc5c(c4)OCO5)CC3)C2)cs1 (stereo not given) | 6 | -7 | /
Cc1ccc(N(CCOC(=O)c2ccc(Br)cc2)S(=O)(=O)c2ccc(NC3=NS(=O)(=O)c4ccccc43)cc2)cc1 | -13 | 1 | -3
COc1ccc(-c2c(=O)n(OCc3ccccn3)c3ccccc3[n+]2[O-])cc1OC | -10 | -7 | /
CCOC(=O)c1c(C)c(C(=O)NC(C)COC)c(C)n1C (stereo not given) | 10 | -5 | -6
COc1ccc(/C=C/CN2CCC(n3cc(CCO)nn3)CC2)cc1 | -4 | -6 | -13

Other structures
compound | NPYLR7 ag | hcGAS inh | mcGAS inh
CC(=O)c1ccc(F)cc1OCC(=O)N1CCCCC1C (stereo not given) | 14 | -10 | /
Cc1csc(NC(=O)CN(C)C2CCc3ccccc32)n1 (stereo not given) | 4 | -9 | -5
O=S(=O)(Cc1cccc(F)c1)c1c[nH]c2ccccc12 | -1 | -2 | /
COc1ccc(NC(=O)c2cc3cccc(OC)c3oc2=O)cc1OC | -7 | -5 | -5
CCCCc1cnc2c(c1SCC(=O)Nc1cccc(C)c1C)c(=O)n(C)c(=O)n2C | -1 | 6 | 2
CCOCCCn1c(C)c(C)n2c3c(=O)n(Cc4ccccc4C)c(=O)n(C)c3nc12 | 0 | -1 | -1
O=S1(=O)CCC(NS(=O)(=O)c2ccccc2)C1 (stereo not given) | 4 | -7 | /
Nc1ccnc2ccc(Cl)cc12 | -4 | -5 | /
CC(C)c1cccc(C(C)C)c1NC(N)=S | -1 | -10 | /
O=c1cc(C(F)(F)F)c2ccc(OS(=O)(=O)c3cccs3)cc2o1 | 8 | -6 | /
CN1C(=O)NC(c2ccccc2F)C2=C1CN(CC1CCCO1)C2=O (stereo not given) | -4 | 2 | 2
CCOC(=O)c1cnc(SCC(=O)NCCOC)nc1N | 13 | -22 | -4
CCC(c1cccnc1)N(C)Cc1ncc[nH]1 (stereo not given) | 0 | -2 | /
COCCCN(CC(=O)N1CCc2sccc2C1COc1cccc(OC)c1)C(=O)c1ccc(F)cc1 (stereo not given) | -1 | 2 | -1
COc1ccc(-n2ncc(Oc3cccc(C)c3C)c(Nc3cccc(C(=O)NCCc4ccccn4)c3)c2=O)cc1 | 8 | -2 | -4
CC(C)(C)c1nc(CN2C[C@@H]3[C@H](C2)[C@H]2CC[C@@H]3O2)no1 | -3 | -8 | /
Cc1cccc(C(C2Sc3nc(C)nn3C2=O)N2CCc3ccccc3C2)c1 (stereo not given) | -7 | -8 | -8
COc1ccc(C(NC(=O)N2CC(C)OC(C)C2)C(Cl)(Cl)Cl)cc1F (stereo not given) | 3 | -7 | /
CN1CCN(CCC2CCCCN2C(=O)c2coc3ccccc23)CC1 (stereo not given) | 5 | 0 | /
Cc1ccccc1-n1nc2c(c1NC(=O)c1ccc(S(=O)(=O)N(C)C)cc1)CSC2 | 1 | -10 | /
CC(=O)NCCn1ncc2c(N3CCN(c4ccccc4)CC3)ncnc21 | -3 | -7 | -3
CCOC(=O)CCCSc1nnc(-c2ccccc2Cl)n1-c1ccccc1Cl | -2 | 3 | -2
CCn1nc(C)c(C(C)NC(=O)COCCOC)c1C (stereo not given) | / | 5 | -1
Cc1c(C(=O)N2CCN(C)CC2)c(C(F)(F)F)nn1C1CCCN(C)C1 (stereo not given) | -4 | 1 | /
COc1cc(OC)cc(C(=O)N(Cc2ccco2)Cc2cc3ccccc3o2)c1 | -27 | -2 | -1

(more compounds)
compound | NPYLR7 ag | hcGAS inh | mcGAS inh
COc1cc(OC)cc(OC)c1 | 15 | -2 | /
Cc1ccc2occ(/C=N\NC(=O)CCC(=O)Nc3ccc(C(=O)O)cc3)c(=O)c2c1 | 4 | -4 | /
CCc1cc(N2CCCC2)nc(SCc2ccc(C(=O)NCc3ccco3)cc2)n1 | -6 | -3 | -5
CCOC(=O)C(CC)Sc1nc2c(c(=O)n1C)SC(C)C2 (stereo not given) | -13 | 0 | /
COC(=O)c1c(Cl)c(Cl)c(C(=O)OC)c(Cl)c1Cl | -2 | -5 | /
CCNC(=O)Nc1ccc2c(c1)c(=O)n(C)n2CC=C(C)C | 7 | -5 | -7
CC(Cl)C(=O)N1CCC(Cc2ccc(-c3ccccc3)cc2)CC1 (stereo not given) | 20 | 0 | -5
C=CCNc1nnc(SCC(=O)NNC(=O)c2ccc(Br)cc2)s1 | 6 | -1 | -7
O=C(Nc1cccc(C2SCC(=O)N2c2ccc3c(c2)OCCO3)c1)C1CCCCC1 (stereo not given) | / | -8 | -5
O=C(Cc1ccccc1)Nc1sc2c(c1C(=O)Nc1ccccc1)CCCC2 | -3 | -1 | -3
CS(=O)(=O)NC1CCCN(Cn2ccc(-c3ccsc3)n2)C1 (stereo not given) | 0 | -1 | /
CC(CNC(=O)c1cc(=O)c2ccccc2[nH]1)Oc1cccnc1 (stereo not given) | -1 | -4 | -14
CCOC(=O)C1CCCN(C(=O)c2nn(-c3ccc(F)cc3)c(=O)n(Cc3cccc(Cl)c3)c2=O)C1 (stereo not given) | 12 | -5 | -6
COc1cccc(-c2cn(CCCN3CCCC3=O)nn2)c1OC | -1 | -3 | /
O=C(Cn1cnc2c(cnn2-c2ccccc2)c1=O)N1CCCC1 | 5 | -5 | /
CC1Cc2cc(C(=O)N3CCn4nc(C(=O)NCCN(C)C)cc4C3)ccc2O1 (stereo not given) | -14 | -3 | -3
COc1ccccc1C(=O)N1CC(=O)N(Cc2ccc3c(c2)OCO3)CC(O)C1 (stereo not given) | 5 | 7 | -4
CCCCCC(=O)Nc1c(-c2ccc(OC)cc2)nc2ccc(C)cn12 | -4 | -11 | -8
CNC(=O)c1nnc2n1C(c1ccccc1)CN(C(=O)c1ccc(Oc3ccccn3)cc1)C2 (stereo not given) | 4 | -6 | /
Cc1cnc(CCC2CCCN2S(=O)(=O)N(C)C)n1C(C)C (stereo not given) | / | -17 | -6
CC(C)(C)c1ccc(C(=O)NCC(=O)NCCCc2nccs2)cc1 | 17 | -8 | -17
Cn1c(=O)c2cc(C(=O)NCCc3ccccc3)n(Cc3ccccc3)c2n(C)c1=O | 3 | -4 | -6
Cc1nn(Cc2ccc(C(=O)N3CCOCC3)cc2)c(C)c1[N+](=O)[O-] | -12 | 2 | /
CC1CC1C(=O)NCC1(c2ccc(Cl)cc2Cl)CCOCC1 (stereo not given) | 5 | -7 | /
COc1ccc(-n2c(SCc3ccc(C)c(C)c3)nnc2-c2ccc(F)cc2)cc1 | / | -4 | -3

Carrying on.
compound | NPYLR7 ag | hcGAS inh | mcGAS inh
Cc1cc(OCC2CN(C(=O)c3ncc[nH]3)CCO2)ccc1Cl (stereo not given) | 2 | 2 | 1
CCCc1c(C)nn(-c2ccc(C(=O)NCc3ccco3)cc2)c1C | -1 | -6 | -5
COCCn1c(C(C)NCCc2ccccc2)nc2ccccc2c1=O (stereo not given) | 6 | -5 | /
O=C(O)c1ccccc1NC(=O)c1cc2ccccc2oc1=O | -4 | -3 | -2
CC(C)(C)c1cc2nc(-c3ccccc3Cl)cc(C(=O)Nc3ccccc3F)n2n1 | 21&-11 | -4&1 | -6&-1
COC(=O)c1c(NC(=O)C=Cc2ccccc2)sc2c1CCC2 | 6 | -8 | -6
COC(=O)C(Cc1ccccc1)NC(=O)C(=O)c1ccc(C2CCCCC2)cc1 (stereo not given) | -6 | -4 | -6
Cc1cc(=O)[nH]c(-n2nc(C)cc2NC(=O)C(c2ccccc2)c2ccccc2)n1 | -3 | 1 | -1
CC(=O)NC(C(=O)Nc1ccc(C)cc1Cl)C(C)C (stereo not given) | 2 | -6 | -13
